RSV CPE inhibition – inhibition of RSV-induced cytopathic effect – HEp-2 cells, primary 10 µM value included (AID 2391); HEp-2 cells, RSV-induced CPE inhibition; higher % means a stronger effect; one-dose CPE inhibition, % at 10 µM; IC50 in µM for titrated hits; 310,000 tested, 0.13% active; in the data active = a potency from the dose series; inconclusive = CPE inhibition mostly from about 23% at the one dose, without a potency; inactive = the rest, 99 in 100 with CPE inhibition below about 21%; note: strong numbers were not always called active
Large T inhibition – SV40 large T antigen inhibitors, biochemical (AID 1903). inhibition, % at 20 µM; hits with a dose series show IC50 in µM. SV40 large T antigen ATPase/helicase inhibition assay; higher % means a stronger effect. 310,000 tested, 0.39% active; in the data active = a potency from the dose series; inconclusive = inhibition mostly from about 32% at the one dose, without a potency; inactive = the rest, 99 in 100 with inhibition below about 32%; note: strong numbers were not always called active
* hit, by the source's call; u = inconclusive; x = not tested or not shown. Some of the compounds tested, so the mix of outcomes need not match the whole.

SMILES	RSV CPE inhibition	Large T inhibition
Cc1cc(C)c(C)c(S(=O)(=O)N2CCN(C(=O)c3ccco3)CC2)c1C	x	31%
CC(O)(CC(=O)O)CC(=O)O	x	11%
CCc1ccccc1Nc1nc2ccccc2[nH]1	x	6%
Cc1ccc(-c2cc(C(=O)N/N=C/c3cccnc3)c3ccccc3n2)cc1C	x	13%
CCOC(=O)C1CCN(S(=O)(=O)c2ccccc2[N+](=O)[O-])CC1	x	0%
CC1(C)CC[C@]2(CO)[C@@H](O)C[C@]3(C)C(=CCC4[C@@]5(C)CC[C@H](O)C(C)(C)C5CC[C@]43C)[C@@H]2C1 (stereo not given in full)	x	3%
CC1CN(C)C(C)CC1OC(=O)C(c1ccccc1)c1ccccc1 (stereo not given)	x	16%
Oc1oc(-c2cccc3ccccc23)nc1C=NCc1ccccc1	x	10%
Cc1nc(=O)c(-c2ccccc2)c(C)n1-c1ccccc1Cl	x	20%
Cc1ccc(SCC(=O)Nc2nncs2)cc1	x	11%
Cc1ccc(C(=O)NCCCn2ccnc2)cc1C	x	9%
c1ccc(N2CCN(Cc3ccc4c(c3)OCO4)CC2)nc1	x	16%
CC1(C)C[C@H](O)[C@@]23C[C@@H](OC2=O)[C@]2(C)C(=CCC4[C@@]5(C)CC[C@H](O)C(C)(C)C5CC[C@]42C)[C@@H]3C1 (stereo not given in full)	x	4%
COc1cccc2cc(C(=O)NC3CC(C)(C)NC(C)(C)C3)c(=O)oc12	0.5%	x
Cc1ccc2nc3n(c(=O)c2c1)-c1ccc(Cl)cc1C(=O)NC3Cc1ccccc1 (stereo not given)	2.6%	x
O=C(CN1C(=O)C2CCCN2C(=O)c2ccccc21)Nc1ccccc1-n1cccc1 (stereo not given)	-0.2%	x
CC1NC(=O)c2ccccc2-n2c1nc1cc(F)ccc1c2=O (stereo not given)	0.9%	x
N=c1c(-c2nc3ccccc3[nH]2)cc(C(=O)c2cccs2)nn1-c1ccc(Cl)cc1	3.4%	x
CC(=O)O[C@@H]1[C@@H](O)[C@@H](O)[C@H](Oc2c(-c3ccc(O)cc3)oc3c(CC=C(C)C)c(O)cc(O)c3c2=O)O[C@H]1C	37%	x
COC(=O)c1ccc2ccccc2n1	0.7%	x
O=C(C1CCC1)N1CCc2cc(S(=O)(=O)N3CCc4ccccc4C3)ccc21	21%	x
COC(=O)c1cc2c(=O)n3ccccc3nc2n(Cc2cccnc2)c1=N	1.6%	x
COC(=O)c1c(-c2ccc(OC)cc2)sc2ccccc12	0.0%	x
Cc1ccc(C(=O)n2nnc3ccccc32)cc1	0.9%	x
CCCc1cc(=O)[nH]c(SC/C=C/c2ccccc2)n1	2.0%	3%
CC1=C(C(=O)OCc2ccccc2)C(c2ccccc2OS(=O)(=O)c2ccccc2[N+](=O)[O-])NC(=O)N1CCCC(=O)O (stereo not given)	0.1%	8%
ClCC1=Nc2ccccc2Cc2ccccc21	3.0%	13%
CSc1ccc(/C=C2\NC(=O)NC2=O)cc1	u	17%
CC(C)c1ccc2c(c1)C(N1CCNCC1)Cc1ccc(F)cc1S2 (stereo not given)	-2.3%	29%
O=C(OC[C@H]1O[C@@H](OC(=O)c2cc(O)c(O)c(OC(=O)c3cc(O)c(O)c(O)c3)c2)[C@H](OC(=O)c2cc(O)c(O)c(OC(=O)c3cc(O)c(O)c(O)c3)c2)[C@@H](OC(=O)c2cc(O)c(O)c(OC(=O)c3cc(O)c(O)c(O)c3)c2)[C@@H]1OC(=O)c1cc(O)c(O)c(OC(=O)c2cc(O)c(O)c(O)c2)c1)c1cc(O)c(O)c(OC(=O)c2cc(O)c(O)c(O)c2)c1	2.5%	<0.16µM*
COC(=O)c1sccc1NC(=O)c1c(F)c(F)c(F)c(F)c1F	5.3%	-2%
COc1ccc(OC)c(N=C2SCCCN2C(=O)c2ccc(N3C(=O)CCC3=O)cc2)c1	-2.3%	9%
COC/C=C/C1=CC2=CC(=O)C(C)(OC(=O)c3cnc4ccccc4n3)C(=O)C2=CN1CCc1c[nH]c2ccccc12 (stereo not given)	2.1%	19%
CC(=O)NC(c1ccc(C(C)C)cc1)c1c(O)ccc2ccccc12 (stereo not given)	4.8%	17%
CC1(C)CC[C@]2(C(=O)O)CC[C@]3(C)C(=CCC4[C@@]5(C)CC[C@H](O)C(C)(C)C5[C@H](O)C[C@]43C)[C@@H]2C1 (stereo not given in full)	11%	6%
COC/C=C/C1=CC2=CC(=O)C(C)(OC(=O)c3cnc4ccccc4n3)C(=O)C2=CN1c1cccc(C#N)c1 (stereo not given)	0.9%	20%
CCN(CC)CCn1c(/N=C/c2ccc(OC)c(OC)c2)nc2ccccc21	1.5%	8%
CC(C)(C)OC(=O)NCCCCC1=CC2=CC(=O)C(C)(OC(=O)c3ccco3)C(=O)C2=CO1 (stereo not given)	0.3%	34%
CN(CCCN1c2ccccc2CCc2ccccc21)CC(=O)c1ccc(Cl)cc1	1.8%	24%
COc1ccccc1C(=O)Nc1nc(C)cc(C)n1	1.9%	-7%
COC(=O)C1=C[C@@H](C(=O)OC)[C@@H]2C3=C(C(=O)[C@@]2(C)NC(=O)c2ccccc2)[C@H](c2ccccc2)n2c(=O)n(-c4ccccc4)c(=O)n2[C@@H]3C1	0.4%	17%
Cc1ccc(S(=O)(=O)NC(C)C(=O)NCc2ccc(Cl)cc2)cc1 (stereo not given)	2.0%	14%
CC1(OC(=O)C2CCCC2)C(=O)C=C2C=C3CCCN3C=C2C1=O (stereo not given)	1.3%	51%
CC1(OC(=O)CCc2ccccc2)C(=O)C=C2C=C(C3CC3)OC=C2C1=O (stereo not given)	0.2%	26%
O=C1c2cccc3c2[C@H](CCC3)CN1[C@@H]1CN2CCC1CC2	-1.5%	-3%
COC(C[C@H]1O[C@@H]1C(=O)COCc1ccccc1)OC	-0.7%	4%
CN(C)CCc1c[nH]c2ccc(Cn3cncn3)cc12	1.5%	7%
COc1cccc(-c2cc(C(=O)Nc3ccccc3)c3ccccc3n2)c1	3.0%	18%
Cc1cc(C)cc(SCc2noc(C(=O)NCC3CC3)c2C(=O)NCC2CC2)c1	4.4%	18%
NC1CCN(c2cccc(Cl)n2)CC1	-1.3%	5%

The list goes on.
SMILES	RSV CPE inhibition	Large T inhibition
Cc1ccccc1Sc1ccc(N)cn1	1.8%	10%
C#CCOCCOCCOCCNc1nc(N2CCN(C(=O)CCCCCCCCCCNC(=O)[C@H](CCCCN)n3cc(CCO)nn3)CC2)nc(N2CCN(C(=O)CCCCCCCCCCNC(=O)[C@H](CCCCN)n3cc(C[C@@H](C)CC)nn3)CC2)n1	6.9%	22%
N#CCC(=O)N1CCN(C(c2ccccc2)c2ccccc2)CC1	0.5%	11%
Cc1ccc2nc(Cl)c(-c3ccccc3)cc2c1	-0.2%	0%
Cc1cc(C)c(-c2c(O)c3ccccc3n(C)c2=O)c(C)c1	0.6%	10%
CCCCC[C@H](O)/C=C/[C@H]1[C@H](O)CC(=O)[C@@H]1CCCCCCC(=O)O	0.2%	20%
O=C(NCCCNC(=O)c1ccccc1)c1ccccc1	0.8%	14%
CN1CCN(C2Cc3ccccc3Sc3cc(C(F)(F)F)ccc32)CC1 (stereo not given)	1.8%	6%
Nc1ccc(O)cc1	-0.1%	u
O=C1OC(=O)C2C3CCC(O3)C12 (stereo not given)	3.7%	23%

Ordered by molar mass (descending): some entries from above
SMILES	RSV CPE inhibition	Large T inhibition
Cc1ccc2nc(Cl)c(-c3ccccc3)cc2c1	-0.2%	0%
Cc1ccccc1Sc1ccc(N)cn1	1.8%	10%
Nc1ccc(O)cc1	-0.1%	u

20 compounds out of the list, sorted by molecular weight, rising:
SMILES	RSV CPE inhibition	Large T inhibition
Nc1ccc(O)cc1	-0.1%	u
O=C1OC(=O)C2C3CCC(O3)C12 (stereo not given)	3.7%	23%
NC1CCN(c2cccc(Cl)n2)CC1	-1.3%	5%
Cc1ccccc1Sc1ccc(N)cn1	1.8%	10%
Cc1ccc2nc(Cl)c(-c3ccccc3)cc2c1	-0.2%	0%
COc1ccccc1C(=O)Nc1nc(C)cc(C)n1	1.9%	-7%
CN(C)CCc1c[nH]c2ccc(Cn3cncn3)cc12	1.5%	7%
COC(C[C@H]1O[C@@H]1C(=O)COCc1ccccc1)OC	-0.7%	4%
O=C(NCCCNC(=O)c1ccccc1)c1ccccc1	0.8%	14%
Cc1cc(C)c(-c2c(O)c3ccccc3n(C)c2=O)c(C)c1	0.6%	10%
O=C1c2cccc3c2[C@H](CCC3)CN1[C@@H]1CN2CCC1CC2	-1.5%	-3%
N#CCC(=O)N1CCN(C(c2ccccc2)c2ccccc2)CC1	0.5%	11%
CC1(OC(=O)C2CCCC2)C(=O)C=C2C=C3CCCN3C=C2C1=O (stereo not given)	1.3%	51%
CCCCC[C@H](O)/C=C/[C@H]1[C@H](O)CC(=O)[C@@H]1CCCCCCC(=O)O	0.2%	20%
CC1(OC(=O)CCc2ccccc2)C(=O)C=C2C=C(C3CC3)OC=C2C1=O (stereo not given)	0.2%	26%
CN1CCN(C2Cc3ccccc3Sc3cc(C(F)(F)F)ccc32)CC1 (stereo not given)	1.8%	6%
Cc1cc(C)cc(SCc2noc(C(=O)NCC3CC3)c2C(=O)NCC2CC2)c1	4.4%	18%
CN(CCCN1c2ccccc2CCc2ccccc21)CC(=O)c1ccc(Cl)cc1	1.8%	24%
COC(=O)C1=C[C@@H](C(=O)OC)[C@@H]2C3=C(C(=O)[C@@]2(C)NC(=O)c2ccccc2)[C@H](c2ccccc2)n2c(=O)n(-c4ccccc4)c(=O)n2[C@@H]3C1	0.4%	17%
C#CCOCCOCCOCCNc1nc(N2CCN(C(=O)CCCCCCCCCCNC(=O)[C@H](CCCCN)n3cc(CCO)nn3)CC2)nc(N2CCN(C(=O)CCCCCCCCCCNC(=O)[C@H](CCCCN)n3cc(C[C@@H](C)CC)nn3)CC2)n1	6.9%	22%

Other compounds.
SMILES	RSV CPE inhibition	Large T inhibition
CN(C)CCOC1c2ccccc2C=Cc2ccccc21	-0.2%	-5%
COc1cccc2cc(-c3ccccc3)oc12	0.3%	4%
O=C(NCCCN1CCOCC1)c1ccc(Cl)c([N+](=O)[O-])c1	1.9%	6%
COc1ccc(C(=O)N2CC(c3ccc(Cl)cc3)CC2=O)cc1 (stereo not given)	31µM*	14%
Cc1ccc(Nc2[nH]c(=O)c3ccccc3c2C(=O)c2ccccc2)cc1	0.2%	9%
COc1cccc2c3c(c(=O)[nH]c12)CC(C)(C)O3	5.6%	17%
NS(=O)(=O)c1ccc(CCNC(=O)CCc2ccccc2)cc1	2.3%	4%
CCOC(=O)COc1ccccc1/C=N/Nc1nnc2c3ccccc3n(C)c2n1	1.1%	9%
O=[N+]([O-])c1cccnc1Sc1ccc(F)cc1	2.7%	4%
COc1ccc(C2NC(=O)N(CCCC(=O)O)C(C)=C2C(=O)OCc2ccccc2)cc1 (stereo not given)	-0.2%	9%
CO[C@H]1O[C@@H]2O[C@@]3(C)CC[C@H]4[C@H](C)CC[C@@H]([C@H]1C)[C@@]24OO3	4.7%	10%
CCN1C(=O)[C@@H]2[C@H](C1=O)[C@@H]1CC(C(=O)OC)=C[C@@H](C(=O)OC)C3C1=C(C(=O)C3(CC)CC)[C@@H]2C (stereo not given in full)	3.7%	13%
CCC/C=C(\CCC)C(NC(=O)c1ccc(C(=O)OC)cc1)c1ccc(C(=O)OC)cc1 (stereo not given)	2.4%	4%
COc1ccc2[nH]c(=O)c(-c3nnn(-c4ccc(Cl)c(Cl)c4)n3)cc2c1	23%	13%
COc1ccc(C(=O)Nc2cccc3c2CCCC3)c(OC)c1	60%	5%
C#CCN1N=C(c2ccc(C)cc2)CSC1=O	3.8%	5%
